Assay outcomes as filed in PubChem.
TDP-43 yeast inh – TDP-43 toxicity inhibition in yeast | TDP-43 expressing yeast growth rescue, BacTiter-Glo, 24 h | Potency, µM (doses to about 46.1 µM), without a hit: at the highest dose growth rescue (activation), hits mostly activators | hit rate 1.8% among 410,000; also: potency is read from the fitted curve at half-maximal effect; % of control where 0% means no effect; nearly all actives have a fitted effect of over 50% in size
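Growth rescue of TDP-43-toxic yeast measured as ATP luminescence (BacTiter-Glo). Cells grown to mid-log in raffinose, induced in galactose at OD600=0.02, exposed to compound 24 hr at 30 deg C.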
MmCpn inh – M. maripaludis TRiC chaperonin inhibition; hit rate 0.031% among 330,000; purified Mm-Cpn ATPase, ADP Transcreener TR-FRET; Potency, µM (highest dose often 76.9 µM), without a hit: at the top dose activity, negative = inhibition, actives largely listed as inhibitors; also: potency is read from the fitted curve at half-maximal effect; % is scaled to controls: 0 for no effect and ±100 for the full control effect; nearly all actives have a fitted effect of over 80% in size
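Quantitative HTS used 25 nM Mm-CPN and 10 uM ATP in magnesium/KCl Tris buffer, pH 7.4, with 1 mM DTT. Hydrolysis ran 30 min at 37°C; ADP was read by HTRF.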
FUS yeast rescue – FUS proteinopathy suppression in yeast | Potency, µM (highest dose often 76.6 µM), for inactives: at the highest dose growth rescue (activation), hits mostly activators | hit rate 0.24% among 390,000 | S. cerevisiae FUS-expressing, growth rescue, OD600, 24 h;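 also: potency is read from the fitted curve at half-maximal effect; plate controls were DMSO vehicle for no effect and reference control for full effect; nearly all actives have a fitted effect of over 55% in size; some results filed as inactive show a strong effect at the top dose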
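FUS-expressing yeast, raffinose-pregrown, induced in 2% galactose minimal medium at OD 0.005; compounds in a dilution series, 24hr at 30C. Growth restoration read as absorbance at 600 nm. CP55940 positive control, DMSO negative.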
GLP1R inv ag – GLP-1 receptor (human) inverse agonism; P43220; HEK293 GLP-1R CRE-luciferase, luminescence, 24 h; GLP-1R form is constitutively active; Potency, µM (doses to about 38.3 µM), for the others: top-dose activity change, negative = inhibition, actives largely listed as inhibitors; hit rate 1.6% among 410,000; also: potency is read from the fitted curve at half-maximal effect; % is scaled to controls: 0 for no effect and ±100 for the full control effect; nearly all actives have a fitted effect of over 55% in size
Target sequence (P43220 whole entry, looked up): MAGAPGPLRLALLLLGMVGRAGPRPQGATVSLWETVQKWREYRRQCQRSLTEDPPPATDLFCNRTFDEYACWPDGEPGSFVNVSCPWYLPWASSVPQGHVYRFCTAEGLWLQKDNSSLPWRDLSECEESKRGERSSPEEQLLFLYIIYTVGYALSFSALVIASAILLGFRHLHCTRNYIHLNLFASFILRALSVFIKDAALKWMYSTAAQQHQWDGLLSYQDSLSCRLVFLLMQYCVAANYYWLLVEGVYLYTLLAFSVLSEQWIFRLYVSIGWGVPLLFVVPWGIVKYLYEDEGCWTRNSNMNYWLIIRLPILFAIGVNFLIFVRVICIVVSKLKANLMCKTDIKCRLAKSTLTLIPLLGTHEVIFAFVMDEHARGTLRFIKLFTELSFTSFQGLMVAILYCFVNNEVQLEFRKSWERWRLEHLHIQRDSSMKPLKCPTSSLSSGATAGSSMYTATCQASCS
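GLP-1R inverse agonism mode: basal reporter luminescence in engineered HEK293 cells measured after one day of compound exposure at 37 deg C, with a 12 min room-temperature detection step.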
Abeta rescue – A-beta toxicity reversal in yeast. yeast expressing A-beta42, growth rescue, OD600, 48 h; response scale: 0% DMSO, 100% iron-clioquinol control. Potency, µM (highest dose often 46.1 µM), for the others: at the top dose growth rescue, hits mostly activators. hit rate 0.063% among 410,000. AID 1347071; also: potency is read from the fitted curve at half-maximal effect; nearly all actives have a fitted effect of over 55% in size
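Growth rescue measured by 600 nm absorbance after 48 h yeast culture at 30 C with compound. Values normalized between DMSO and an equimolar ferric chloride plus clioquinol control.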
PTHR1 agonist – activates the human parathyroid hormone receptor PTHR1. hit rate 0.075% among 410,000. Potency, µM (series often up to 115 µM), for the others: at the highest dose activation, actives largely listed as activators. HEK293 GP2 PTHR1 cells, GloSensor cAMP luminescence, 1 h; also: potency is read from the fitted curve at half-maximal effect; nearly all actives have a fitted effect of over 55% in size; some results filed as inactive show a strong effect at the top dose; inactives centre near -15; many of its hits are not listed in these tables
Target sequence (Q03431 whole entry, looked up): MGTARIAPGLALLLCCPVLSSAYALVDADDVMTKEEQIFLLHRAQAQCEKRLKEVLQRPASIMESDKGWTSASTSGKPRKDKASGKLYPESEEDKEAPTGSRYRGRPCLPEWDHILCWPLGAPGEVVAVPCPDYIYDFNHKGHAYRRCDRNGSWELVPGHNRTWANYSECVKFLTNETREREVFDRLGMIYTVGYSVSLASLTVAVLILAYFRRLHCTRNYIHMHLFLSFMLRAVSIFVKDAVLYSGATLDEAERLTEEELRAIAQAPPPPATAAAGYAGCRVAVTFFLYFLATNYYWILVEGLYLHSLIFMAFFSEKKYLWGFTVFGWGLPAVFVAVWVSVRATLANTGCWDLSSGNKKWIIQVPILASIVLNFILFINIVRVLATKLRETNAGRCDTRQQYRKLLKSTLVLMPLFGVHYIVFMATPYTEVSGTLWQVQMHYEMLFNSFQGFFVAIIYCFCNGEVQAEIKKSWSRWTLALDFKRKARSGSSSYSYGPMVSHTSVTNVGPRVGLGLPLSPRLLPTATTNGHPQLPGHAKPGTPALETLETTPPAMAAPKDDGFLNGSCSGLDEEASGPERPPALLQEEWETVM
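HEK-293-derived GP2 cells expressing PTHR1 and a GloSensor cAMP reporter, 3,000/well, plated overnight, given luciferin plus IBMX (each 0.5 mM as added) for 1 h at 37 °C, then compound for 1 h at 37 °C. Luminescence was read after 15 min at room temperature.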
HEK293 tox – cytotoxicity counter-screen for GLP-1 receptor inverse agonists; hit rate 0.13% among 410,000; HEK293 cAMP-luciferase reporter cells, luminescence, 24 h; AID 624418; Potency, µM (titrated, usually from 38.3 µM), without a hit: at the highest dose activity change, negative = inhibition, usual class: inhibitors;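 also: loss of luciferase light is scored as toxicity; potency is read from the fitted curve at half-maximal effect; % is scaled to controls: 0 for no effect and ±100 for the full control effect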
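Compound-treated cells are incubated 24 hr at 37 deg C under 5% CO2 after a 12 hour attachment period, then luciferase detection reagent is added and luminescence is measured following 12 min at room temperature; lowered signal indicates toxicity.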
Akt phos inh – Akt phosphorylation inhibition | Neuro2A IGF-stimulated pAkt S473 HTRF, 20 min; stronger effect = lower value | activity change, % for hits at 50 µM | hit rate 0.32% among 360,000; in the data active = activity change below about -80%; inconclusive = mostly about -51% to -80%; also: % is scaled to controls: 0 for no effect and ±100 for the full control effect
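Neuro2A cells in DMEM with 0.5% FBS, overnight at 37 deg C, given compound at single 50 µM final, then IGF (6 nM final) for 20 min at 37 deg C. Lysed; phospho-Akt Ser473 by HTRF after 24 h, 665/615 ratio.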
aSyn yeast inh – rescues yeast growth from alpha-synuclein toxicity; Yeast expressing alpha-synuclein, growth rescue, BacTiter-Glo, 24 h; Potency, µM (series often up to 46.1 µM), for the others: at the top dose growth rescue (activation), hits mostly activators; hit rate 0.14% among 370,000; AID 652106; also: potency is read from the fitted curve at half-maximal effect; % of control where 0% means no effect; nearly all actives have a fitted effect of over 65% in size
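Rescue of yeast growth: cells expressing toxic alpha-synuclein, induced in galactose at OD600 0.02, incubated with compound 24 h at 30 C. ATP luminescence quantified growth; inhibitors of toxicity appear as activators.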
Numbers without * were called inactive; i = inactive; ? = inconclusive; nt = not tested or not shown; [ ] = remark or other dose. Unless noted, calls follow the shape of the dose curve; as a rule, active = well fitted curve in the direction sought with a large enough effect; inconclusive = small, poorly fitted or top-dose-only effect, or another doubt; inactive = no such curve, though single readings can be large; an effect the other way counts as inactive or inconclusive. Not all compounds are listed. The share of hits here may be higher or lower than overall.

Molecule | TDP-43 yeast inh | MmCpn inh | FUS yeast rescue | GLP1R inv ag | Abeta rescue | PTHR1 agonist | HEK293 tox | Akt phos inh | aSyn yeast inh
C[C@@]12C(=O)N(Cc3ccccc3)CC(=O)N1[C@H]1c3cc(Cl)ccc3OC[C@@H]1[C@@H]2c1ccccc1 | 0.0% | -6.2% | 42.8% | 6.5% | 0.0% | i | 5.2% | i | -9.1%
CN(C(=O)CSc1nnc(-c2cccc(F)c2)n1N)C1CCS(=O)(=O)C1 (stereo not given) | 22.8% | 1.7% | 13.0% | 9.3% | -17.9% | -3.0% | -0.2% | i | -3.9%
NC(=O)C1CCN(C(=O)CSc2ccccn2)CC1 | -3.2% | -0.8% | -1.8% | -3.6% | 15.2% | i | -12.8% | i | -0.9%
Cc1ccc(S(=O)(=O)N2C[C@H]3C(=O)C[C@@H](c4ccccc4)N(S(=O)(=O)c4ccc(Br)cc4)[C@H]3C[C@H]2c2ccccc2)cc1 | 20.1% | nt | 40.6% | -20.5% | 6.9% | -7.7% | 1.5% | i | -1.4%
CCCCCO | 6.3% | -2.9% | -37.8% | 1.2% | -25.8% | 5.0% | 0.9% | nt | 1.5%
CCC(CC)C(=O)Nc1ccc(S(=O)(=O)N2CCC(c3nc4ccccc4s3)CC2)cc1 | 16.6% | nt | -16.1% | 1.7% | -3.7% | i | 0.7% | nt | nt
CS(=O)(=O)N1N=C(c2ccccc2)CC1c1cccs1 (stereo not given) | 5.8% | -1.1% | -5.0% | -1.5% | 18.4% | i | -1.6% | i | 13.1%
O=C(Nc1ccnn1C1CCN(C(=O)c2ccc(F)c(Cl)c2)CC1)C1CC1 | -21.8% | -3.1% | 6.4% | 10.6% | -14.4% | i | 5.8% | i | 3.8%
Nc1cccc(-c2nc3ccc(N)cc3s2)c1 | 7.3% | -9.9% | nt | ? | -6.8% | -38.1%[inhibitor] | 83.7%[activator] | i | 2.4%
CN1C(=O)c2cccc3c(S(=O)(=O)NCc4ccco4)ccc1c23 | 3.8% | -2.1% | 13.1% | 42.4%[activator] | -13.7% | i | 53.4%[activator] | i | 0.7%
O=C(Nc1cccnc1)c1ccccc1Oc1ccccc1 | 6.6% | 0.7% | 4.3% | -0.3% | 13.0% | -8.6% | 1.2% | i | -1.8%
COc1ccc(CN2CCN(C(=O)CC(C)C)CC2)cc1OC | -6.8% | -1.3% | -15.8% | 0.1% | -5.1% | -8.7%[57.5 µM] | -0.2% | i | -4.4%
Cc1ccc(S(=O)(=O)NCC23C=CC(O2)C2C(=O)N(c4ccccc4)C(=O)C23)cc1 (stereo not given) | ? | -2.2% | -16.8% | -11.8% | -92.4%[inhibitor] | i | -8.4% | i | -70.7%[inhibitor]
C=CCn1c(-c2cccn(Cc3ccccc3)c2=O)n[nH]c1=S | 2.6% | -4.2% | 20.5% | 0.9% | -12.9% | -24.8% | 8.3% | i | 1.1%
CCc1cc(=O)oc2cc(OCC(=O)NCC3CCC(C(=O)O)CC3)ccc12 (stereo not given) | 19.9% | -0.6% | -0.5% | -25.4% | -4.2% | 16.2% | -13.5% | i | 0.9%
OC(COc1ccccc1)CN1CCCCCC1 (stereo not given) | -17.5%[9.22 µM] | 1.2% | 12.7% | 11.3%[7.66 µM] | -9.8% | 26.9% | 7.7%[7.66 µM] | i | 1.4%
CC(Nc1ccc2ccccc2c1)C(=O)N/N=C/c1ccncc1 (stereo not given) | 15.9% | -1.1% | 7.0% | -11.4% | 24.1% | i | -13.7% | i | 3.2%[1.84 µM]
C[C@@H]1CN([C@H](C)CO)C(=O)CCCn2cc(nn2)CO[C@H]1CN(C)C(=O)Nc1ccccc1 | 6.3% | nt | -30.6% | -0.8% | 1.9% | -16.8% | 5.2% | i | -4.0%
O=C(c1ccccc1)c1ccc2nc(Nc3cc(Cl)ccc3O)c3nncn3c2c1 | -10.1% | nt | 30.8% | 5.7% | -21.1% | ? | 3.4% | nt | nt
CN(N=Cc1ccccc1)C(=S)Nc1ccccc1 | 25.7% | nt | 13.5% | 3.8% | -15.3% | i | 5.1% | i | -10.0%
CC(CC(F)(F)F)N1CCC(n2nccc2NC(=O)CCCc2ccccc2)CC1 (stereo not given) | 17.6% | -0.7% | 9.6% | -29.6% | 8.6% | -3.6% | 1.9% | i | 0.7%
Cc1c(C)c2ccc(OCC(=O)N3CCN(C(=O)C4COc5ccccc5O4)CC3)cc2oc1=O (stereo not given) | 7.8% | -2.2% | 34.1% | 6.2% | -2.4% | -33.9%[inhibitor] | -18.6% | i | -1.1%
CC(=O)NC(C)(C)C1CC=C(C)/C(=N\O)C1 (stereo not given) | ? | -1.6% | 10.6% | -7.2% | 2.2% | i | 2.4% | i | -8.8%
O=C(Nc1cnc2ccccc2c1)C1COc2ccccc2O1 (stereo not given) | ? | -0.7% | -21.4% | 20.9% | -18.8% | -23.3%[57.5 µM] | -8.7% | i | -11.7%

Full records, looked up by structure. Order of values: TDP-43 yeast inh, MmCpn inh, FUS yeast rescue, GLP1R inv ag, Abeta rescue, PTHR1 agonist, HEK293 tox, Akt phos inh, aSyn yeast inh
Listed for O=C(c1ccccc1)c1ccc2nc(Nc3cc(Cl)ccc3O)c3nncn3c2c1 = -10.1%, nt, 30.8%, 5.7%, -21.1%, ?, 3.4%, nt, nt
Listed for CC(Nc1ccc2ccccc2c1)C(=O)N/N=C/c1ccncc1 (stereo not given) = 15.9%, -1.1%, 7.0%, -11.4%, 24.1%, i, -13.7%, i, 3.2%[1.84 µM]
Listed for Cc1c(C)c2ccc(OCC(=O)N3CCN(C(=O)C4COc5ccccc5O4)CC3)cc2oc1=O (stereo not given) = 7.8%, -2.2%, 34.1%, 6.2%, -2.4%, -33.9%[inhibitor], -18.6%, i, -1.1%

Further results.
Molecule | TDP-43 yeast inh | MmCpn inh | FUS yeast rescue | GLP1R inv ag | Abeta rescue | PTHR1 agonist | HEK293 tox | Akt phos inh | aSyn yeast inh
COC(=O)c1ccc(CS(=O)(=O)c2ccc(F)cc2)o1 | 11.2% | 0.0% | -19.7% | 13.8% | -6.6% | -21.6% | 38.4%[activator] | i | -9.0%
CCN1C(=O)CC(N2CCN(C(c3ccccc3)c3ccccc3)CC2)C1=O (stereo not given) | -7.8% | 0.2% | -2.4% | -68.6% | -0.4% | i | 12.0% | i | -5.8%
CCN(c1ccccc1)C(CNS(=O)(=O)c1ccccc1)c1ccccc1 (stereo not given) | 17.8µM* | nt | 22.8% | 10µM* | -7.9% | -31.4%[inhibitor] | -6.4% | nt | nt
CCOC(=O)Nc1ccc2c(c1)N(C(=O)CNC)c1ccccc1CC2 | 8.8% | 2.7% | -20.3% | -13.7% | 4.5% | -29.2% | 4.0% | i | 1.3%
COc1ccc(NC(=O)C2CCCN(S(=O)(=O)c3ccc(F)cc3)C2)cc1 (stereo not given) | 15.0% | nt | 5.2% | -23.9% | -17.6% | -12.6% | 2.2% | nt | nt
O=c1c2ccccc2ncn1Cc1ccc(Cl)cc1 | ? | 0.0% | -19.9% | -17.1% | 21.6% | i | -5.0% | i | 28.1%
O=C(Nc1ccc(NC(=O)c2cccs2)cc1)c1ccc(Br)cc1 | 26.0% | nt | ? | -24.6% | -3.5% | -2.6% | -3.5% | nt | nt
CCC(C)NC(=O)CSc1nc(-c2ccc(F)cc2)cc(C(F)(F)F)n1 (stereo not given) | 6.1% | nt | 0.5% | 1.8% | -13.6% | -36.3%[inhibitor] | 1.3% | nt | nt
O=C(Nc1ccc(Cl)cc1)C1CCN(c2nc3ccccc3nc2C(F)(F)F)CC1 | 1.8% | nt | -7.9% | -2.2% | -15.4% | -0.1% | -4.6% | nt | nt
COCCCNC(=O)c1oc2c(c1C)-c1nn(Cc3ccccc3Cl)cc1CC2 | 11.0% | nt | 30.0% | -0.4% | -16.3% | -62.8%[inhibitor] | 13.1% | nt | nt
Cc1ccsc1C(=O)N/N=C/C=C/c1ccccc1[N+](=O)[O-] | 1.4% | -0.1% | 8.2% | 4.7% | 9.1% | -36.3%[inhibitor][57.5 µM] | -31.3% | i | 1.3%
CCOC(=O)c1ccc(NC(=O)CSc2nnc(COc3ccccc3)n2C)cc1 | ? | -1.1% | -19.6% | -13.1% | 2.8%[9.22 µM] | i | -10.9% | i | 0.1%
COc1cccc(Nc2nc3ccc(C(=O)c4ccccc4)cc3n3cnnc23)c1 | -5.2% | -0.3% | 5.5% | 26.5% | 0.7% | i | 4.3% | i | -1.6%
CSc1cccc(NC(=O)c2c(Cl)cnn2C)c1 | ? | nt | 34.9% | 2.7% | -1.8% | i | 3.7% | i | 1.6%
Cc1ccc(CNC(=O)N2CCN(S(=O)(=O)c3ccccc3)CC2)cc1 | 17.4% | 2.1% | 2.9% | 14.8% | -13.9% | -6.3% | -4.3% | i | -0.1%
COC(=O)c1ccc(Oc2nc3c(c(=O)n(C)c(=O)n3C)n2CCC(C)C)cc1 | 3.4% | -4.0% | -15.6% | 19.0% | -5.8% | i | -6.0% | i | -12.6%
COc1ccc(-c2cc(NC(C)=O)c3ncc(-c4cc(OC)c(OC)c(OC)c4)n3c2)cn1 | ? | nt | ? | ? | -12.8% | -16.6% | -25.9% | i | -3.3%
CCOc1ccc(NC(=O)c2c(NC(=O)Cc3ccccc3)sc3c2CCCC3)cc1 | 1.5% | nt | 17.3% | 3.1% | -10.8% | -26.1% | 3.5% | nt | nt
O=C(C(=O)N1CCCCCC1)c1c[nH]c2ccccc12 | 2.8% | 1.6% | 7.9% | -21.8% | 11.2% | i | 1.4% | i | 5.8%
